ssDAF-12 act – activators of S. stercoralis DAF-12 nuclear receptor; HEK293 ssDAF-12/GRIP1 lit1-tk-luc reporter, luminescence; % of 3 µM dafachronic acid response; activation, % at 6.8 µM; actives 1% (n = 370,000); AID 652126;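 active means activation above the mean over all tested compounds plus 3 SD, cut at about 0.9% in these data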;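 further: 0% = DMSO-only wells and 100% = 3 µM delta7-dafachronic acid wells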
FXN GAA850 act – frataxin GAA850 promoter activation. HEK293 lucGAA850 FXN promoter luciferase reporter, 24 h; percent of 10 µM SAHA response. activation, % at 6 µM. actives 0.56% (n = 360,000);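 active means activation above the average of all compounds screened plus 3 SD, cutoff fixed separately per campaign, cut at about 7.5% in these data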;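 further: 0% = DMSO wells and 100% = 10 µM SAHA wells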
NPR1 activator – GC-A (human) enzyme activation; AID 1671463; P16066; activation, % at 10 µM; HEK293 GC-A cells, cGMP TR-FRET, EC30 ANP; 0% at EC30 ANP, 100% saturating ANP; actives 0.14% (n = 370,000); in the data active means activation above about 40%
hcDAF-12 act – H. contortus DAF-12 activation, primary screen; HEK293 hcDAF-12 lit1-tk-luc reporter, luminescence; 0% DMSO, 100% Δ7-dafachronic acid; activation, % at 6.8 µM; actives 1.4% (n = 370,000); AID 652067;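 active means activation above the mean of all tested compounds plus 3 SD, cut at about 5.5% in these data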;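 further: 100% = response to 3 µM Δ7-dafachronic acid high control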
proKLK7 act – proKLK7 (human) activation, primary screen; actives 0.9% (n = 370,000); activation, % at 7 µM; purified proKLK7, EDANS-DABCYL substrate fluorescence; 100% is mature enzyme control, 0% vehicle; P49862;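 active means activation above the mean of all tested compounds plus 3 SD, computed per campaign excluding outliers beyond control limits, cut at about 13% in these data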
Target sequence (P49862 whole entry, looked up): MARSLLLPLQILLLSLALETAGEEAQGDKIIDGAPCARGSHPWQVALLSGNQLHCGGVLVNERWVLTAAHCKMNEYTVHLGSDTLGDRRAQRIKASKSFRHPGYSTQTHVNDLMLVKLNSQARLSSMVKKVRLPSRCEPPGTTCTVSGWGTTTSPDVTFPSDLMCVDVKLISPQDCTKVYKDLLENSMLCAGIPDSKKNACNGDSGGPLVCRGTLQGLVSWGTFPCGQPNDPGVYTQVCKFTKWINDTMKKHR
sPLA2-III inh – Inhibits HGIII-sPLA2 liposome hydrolysis, primary screen. QFRET BODIPY PC-A2 liposome hydrolysis, fluorescence. AID 743126. inhibition, % at 12.2 µM. actives 0.56% (n = 370,000);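 active means inhibition above mean plus 3 SD of compounds lying within the high and low control bounds, cut at about 19% in these data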;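 further: 0% = median of test compound wells and 100% = no enzyme DMSO wells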
Target sequence (Q9NZ20 whole entry, looked up): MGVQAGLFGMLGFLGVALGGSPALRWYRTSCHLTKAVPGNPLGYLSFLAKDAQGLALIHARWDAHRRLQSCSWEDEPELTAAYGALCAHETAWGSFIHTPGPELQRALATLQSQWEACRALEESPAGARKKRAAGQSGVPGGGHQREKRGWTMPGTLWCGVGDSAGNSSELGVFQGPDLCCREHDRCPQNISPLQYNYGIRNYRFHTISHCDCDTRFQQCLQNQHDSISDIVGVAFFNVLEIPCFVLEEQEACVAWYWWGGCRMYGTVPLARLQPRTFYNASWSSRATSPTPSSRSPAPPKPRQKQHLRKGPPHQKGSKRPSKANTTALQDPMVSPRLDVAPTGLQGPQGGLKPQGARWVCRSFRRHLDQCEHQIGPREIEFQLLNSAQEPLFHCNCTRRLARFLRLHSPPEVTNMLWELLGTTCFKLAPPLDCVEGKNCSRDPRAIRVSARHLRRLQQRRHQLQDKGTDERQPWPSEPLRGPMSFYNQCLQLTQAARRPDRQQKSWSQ
hgDAF-12 ag – hgDAF-12 agonism, primary luciferase screen | HEK293 GAL4-hgDAF12 UAS-luciferase reporter, agonist luminescence; normalized to butyrate control | actives 1.8% (n = 370,000) | activation, % at 6.8 µM | AID 687014;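 active means activation above a cutoff set at the mean of all screened compounds plus 3 SD, cut at about 10% in these data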;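 further: 0% = DMSO wells and 100% = sodium butyrate wells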
SMARCA2 activ – activators of SMARCA2 function. MG213 cells, MMTV-luciferase reporter, dexamethasone, overnight. activation, % at 9.1 µM. actives 1% (n = 370,000). AID 652017; in the data active means activation above about 7.8%;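 further: 0% = vehicle wells and 100% = reference activator wells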
DAX1 inh-1 – NR0B1 (DAX1) inhibition; AID 504766; actives 0.99% (n = 340,000); HEK293 Gal4-DAX1 luciferase reporter, luminescence; inhibition, % at 6.75 µM;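 active means inhibition above the mean over all tested compounds plus 3 SD, cut at about 4.2% in these data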;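 further: 0% = DAX1-transfected cells with DMSO and 100% = empty-vector control cells with DMSO; inhibition shows as a rise in luminescence from relieved DAX1 repression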
Target sequence (P51843 207-470 limits assumed): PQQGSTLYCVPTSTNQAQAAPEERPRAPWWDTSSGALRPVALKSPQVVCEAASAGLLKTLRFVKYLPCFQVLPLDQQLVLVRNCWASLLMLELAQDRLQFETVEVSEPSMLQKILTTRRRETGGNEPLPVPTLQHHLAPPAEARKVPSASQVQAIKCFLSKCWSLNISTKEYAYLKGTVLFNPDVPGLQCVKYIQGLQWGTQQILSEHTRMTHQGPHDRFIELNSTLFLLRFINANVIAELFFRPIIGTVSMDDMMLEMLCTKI
DAX1 inh-2 – DAX1 (NR0B1) inhibition, primary screen. HEK293T StAR-luciferase reporter, SF-1/DAX-1 repression relief. inhibition, % at 6.8 µM. actives 1.1% (n = 370,000). AID 652010;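 active means inhibition above the mean over all tested compounds plus 3 SD, cut at about 3.6% in these data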;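 further: 0% = DAX-1 cells with DMSO and 100% = cells lacking DAX-1 with DMSO; higher inhibition means more luminescence from relief of DAX-1 repression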
NPR2 activator – GC-B (human) receptor activation; HEK293-GC-B cells, CNP EC30, cGMP TR-FRET; 0% at EC30 CNP, 100% saturating CNP; activation, % at 10 µM; actives 0.11% (n = 370,000); P20594;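 active means activation at 10 µM reaching about 35% in either raw or pattern-adjusted values, limit read from the data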
* hit, by the source's call; / = no result given.

cpd | mol | ssDAF-12 act | FXN GAA850 act | NPR1 activator | hcDAF-12 act | proKLK7 act | sPLA2-III inh | hgDAF-12 ag | SMARCA2 activ | DAX1 inh-1 | DAX1 inh-2 | NPR2 activator
1 | O=S(=O)(c1ccccc1)N1CCN=C1SCc1cccnc1 | -1.2 | 2.1 | 2 | -2.0 | -0.3 | -3 | -3.0 | 1 | 1.2 | 0.9 | 0
2 | CCC(=O)Nc1cccc(C2=NOC3(C2)C[C@H](C(N)=O)N(C(=O)CC#N)C3)c1 (stereo not given in full) | -1.0 | 0.3 | 0 | -1.5 | 0.1 | -8 | -0.7 | 1 | 0.5 | -0.1 | -1
3 | COc1ccc(NC(=O)CN(C)C(=O)c2cnc(Cl)c(Cl)c2)cc1 | -0.7 | 0.0 | 0 | 2.9 | 0.0 | 3 | -0.1 | 0 | 3.8 | 0.0 | 5
4 | Cc1ccc2oc(=O)c(/C=C(\O)c3sc(C)nc3C)nc2c1 | -0.8 | -0.5 | 0 | -1.1 | 0.3 | -4 | 0.0 | -1 | -2.4 | -0.7 | -7
5 | CN1C(=O)N(C)c2ccc(C=O)c3cccc1c23 | -1.4 | -8.2 | 13 | -0.3 | 0.5 | -2 | 1.8 | 6 | 0.6 | -0.5 | -2
6 | CCOC(=O)[C@]12CCC=C1N(Cc1ccccc1)C(=O)[C@H](CC(=O)NCC1CCCCC1)C2 | -1.6 | / | 3 | 0.2 | -0.2 | 4 | -1.7 | -3 | / | -0.3 | 2
7 | O=C(CN(c1cc(C(F)(F)F)ccc1Cl)S(=O)(=O)c1ccccc1)NCc1cccnc1 | -0.9 | 8.3* | -4 | -3.2 | -1.1 | -6 | 0.2 | -2 | -0.1 | 0.0 | -4
8 | C=CCOc1ccccc1CN(CCc1ccccc1)C(=O)c1cccc(S(C)(=O)=O)c1 | -1.5 | -0.1 | -12 | -2.7 | 0.1 | -10 | -1.0 | -3 | 0.9 | -0.6 | -5
9 | CCc1ccc(-c2nc(CS(=O)CC(=O)NCCCN3CCC(C)CC3)c(C)o2)cc1 (stereo not given) | -0.2 | 0.6 | 10 | -0.6 | -0.2 | -7 | 2.1 | -1 | -0.4 | 0.3 | -2
10 | CC(c1nnc(SCC(=O)NC(=O)NCc2ccco2)n1-c1ccc(Cl)cc1)N(C)C (stereo not given) | -1.4 | 2.1 | 0 | 1.8 | -0.8 | 3 | 2.5 | -4 | 0.6 | 1.3 | 0

Five entries from above, arranged by length of the SMILES, rising.
cpd | mol | ssDAF-12 act | FXN GAA850 act | NPR1 activator | hcDAF-12 act | proKLK7 act | sPLA2-III inh | hgDAF-12 ag | SMARCA2 activ | DAX1 inh-1 | DAX1 inh-2 | NPR2 activator
1 | O=S(=O)(c1ccccc1)N1CCN=C1SCc1cccnc1 | -1.2 | 2.1 | 2 | -2.0 | -0.3 | -3 | -3.0 | 1 | 1.2 | 0.9 | 0
4 | Cc1ccc2oc(=O)c(/C=C(\O)c3sc(C)nc3C)nc2c1 | -0.8 | -0.5 | 0 | -1.1 | 0.3 | -4 | 0.0 | -1 | -2.4 | -0.7 | -7
3 | COc1ccc(NC(=O)CN(C)C(=O)c2cnc(Cl)c(Cl)c2)cc1 | -0.7 | 0.0 | 0 | 2.9 | 0.0 | 3 | -0.1 | 0 | 3.8 | 0.0 | 5
10 | CC(c1nnc(SCC(=O)NC(=O)NCc2ccco2)n1-c1ccc(Cl)cc1)N(C)C (stereo not given) | -1.4 | 2.1 | 0 | 1.8 | -0.8 | 3 | 2.5 | -4 | 0.6 | 1.3 | 0
7 | O=C(CN(c1cc(C(F)(F)F)ccc1Cl)S(=O)(=O)c1ccccc1)NCc1cccnc1 | -0.9 | 8.3* | -4 | -3.2 | -1.1 | -6 | 0.2 | -2 | -0.1 | 0.0 | -4

Next compounds follow.
cpd | mol | ssDAF-12 act | FXN GAA850 act | NPR1 activator | hcDAF-12 act | proKLK7 act | sPLA2-III inh | hgDAF-12 ag | SMARCA2 activ | DAX1 inh-1 | DAX1 inh-2 | NPR2 activator
11 | CCOCCCNc1nc2c(c(=O)[nH]c(=O)n2C)n1CCCc1ccccc1 | -1.0 | -1.4 | 7 | 0.1 | 0.2 | 2 | 0.1 | 1 | -0.9 | -0.2 | -3
12 | O=C(CCl)NC1CCCc2ccccc21 (stereo not given) | -1.4 | -6.1 | 1 | 0.1 | -0.7 | 5 | -3.0 | 9.3* | -2.4 | -2.6 | 0
13 | CC1=C(C(=O)OCc2ccccc2)C(/C=C/c2ccccc2)N2C(=O)CCSC2=N1 (stereo not given) | -0.5 | 1.2 | -6 | 1.0 | -2.1 | -4 | 1.6 | -1 | -1.0 | -0.3 | -3
14 | C=C1CCN([C@@H](CC(C)C)C(=O)Nc2nc3ccc(Cl)cc3s2)S(=O)(=O)c2ccccc21 | -0.9 | 0.6 | 0 | -1.5 | 0.4 | -15 | 2.7 | 0 | 1.6 | -0.1 | -1
15 | CC1(C(=O)NS(=O)(=O)C2CC2)CCCN(C(=O)c2ccccc2C(F)(F)F)C1 (stereo not given) | -1.3 | 2.2 | 2 | -1.4 | -0.5 | 2 | 1.3 | -2 | / | -1.4 | -5
16 | O=C1C(=O)N(Cc2cccnc2)C(c2ccccn2)/C1=C(/O)c1ccc(Br)cc1 (stereo not given) | -0.8 | -0.4 | 2 | -1.9 | -0.6 | 1 | -0.5 | -1 | 0.5 | -0.3 | 6
17 | COc1ccc(-c2csc(C(C)(O)c3cccc(F)c3)n2)cn1 (stereo not given) | -1.2 | -1.2 | 0 | -0.8 | 0.7 | -17 | -1.4 | -2 | / | -2.0 | 4
18 | N#CC1=C(N)Oc2nc[nH]c(=O)c2C1c1cccs1 (stereo not given) | -1.6 | 1.0 | -2 | -0.8 | -0.1 | 4 | -2.3 | -2 | / | -0.2 | 6
19 | CCOC(=O)c1ccc(NC(=O)C(=O)NCc2ccccn2)cc1 | -0.8 | 0.7 | 5 | 0.5 | -0.9 | 9 | 1.7 | -4 | 2.6 | 0.2 | 1
20 | Cc1cccc(NC(=O)CSc2n[nH]c(-c3ccncc3)n2)c1 | -1.3 | -2.2 | -3 | -1.3 | 0.2 | 2 | -1.1 | -2 | 1.1 | -0.3 | -14
21 | Cc1c(NC(=O)C(C)OC(=O)c2ccccc2O)c(=O)n(-c2ccccc2)n1C (stereo not given) | -1.1 | -0.3 | 2 | -0.3 | 1.1 | 6 | -2.6 | -4 | -0.1 | 0.1 | -4
22 | COc1ccc(Cc2nnc(SCC(=O)Nc3ccc(C)cc3)n(N)c2=O)cc1 | -1.3 | 1.6 | 0 | -0.2 | 0.6 | -30 | -2.7 | -5 | 0.9 | -1.6 | -3
23 | Cc1nn(Cc2nc(-c3cccs3)no2)c(C)c1Br | -0.8 | 3.1 | -4 | -1.3 | 0.4 | -2 | -2.5 | -1 | -0.3 | -0.5 | -2
24 | COc1cc(NS(=O)(=O)c2ccc(C)cc2)ccc1-n1cnnn1 | -1.4 | 4.0 | 2 | 1.9 | -0.4 | 4 | -2.6 | 0 | -1.0 | 0.8 | -3
25 | O=C(CNC(=O)c1ccc(Oc2ccccc2)cc1)OC1CCCCC1=O (stereo not given) | -0.3 | 2.3 | 40 | 1.2 | -0.8 | -6 | 2.4 | -2 | -0.6 | -0.6 | -1
26 | CN(C)CCCOC(=O)CCc1ccccc1 | -1.4 | -0.9 | -1 | -0.1 | -0.5 | 2 | 1.7 | -2 | 0.8 | -0.1 | -5
27 | C=CCOc1ccc2ccccc2c1CNc1ncn[nH]1 | -1.1 | 0.5 | 2 | -0.6 | 0.1 | -5 | -1.0 | -3 | 0.5 | -0.4 | -5
28 | CC(=O)Nc1n[nH]c(=S)s1 | -0.4 | 0.5 | 5 | -1.1 | 0.6 | 7 | 1.6 | -1 | 1.0 | 0.1 | 2
29 | CC(C)C(C(=O)OCC(=O)c1ccc2c(c1)NC(=O)CO2)N1C(=O)c2ccccc2C1=O (stereo not given) | -0.5 | -3.2 | -4 | -0.1 | 0.2 | -3 | 0.7 | 1 | -2.0 | 0.5 | -2
30 | CCN(CC)C(=O)c1cc(S(=O)(=O)N2CCCCC2)c[nH]1 | -1.1 | -1.0 | -2 | -2.3 | 0.1 | 4 | -1.4 | -3 | 1.1 | 0.2 | 1
31 | O=C(O)c1ccc(NC2=C/C(=N/S(=O)(=O)c3ccccc3)c3ccccc3C2=O)cc1 | -2.1 | 0.5 | 2 | 0.8 | 0.6 | -3 | -6.8 | -10 | -2.8 | -3.0 | -1
32 | CCCCOc1cccc(C(=O)NC(=S)Nc2cccc(C(F)(F)F)c2)c1 | -1.6 | 0.6 | 0 | -1.1 | 0.2 | 3 | -0.4 | 2 | 0.6 | 0.2 | 1
33 | O=C(COc1ccccc1)NS(=O)(=O)c1ccc(Cl)cc1 | -0.3 | 1.0 | 2 | -1.2 | -0.2 | 3 | 0.2 | 0 | 1.3 | -1.0 | 0
34 | Cc1ccccc1C(=O)N1CCC(C(=O)Nc2sccc2C(N)=O)CC1 | -1.5 | -0.5 | -3 | -0.6 | -0.7 | -1 | 1.7 | 0 | 1.1 | -0.9 | -2
35 | Cc1ccc(S(=O)(=O)NC(=O)C2(C)CCN2C(=O)c2cccc(F)c2)cc1 (stereo not given) | -1.0 | -0.6 | 1 | -1.0 | 0.5 | 1 | 2.9 | 0 | / | 0.4 | 3
36 | COC(=O)c1c(NC(=O)c2ccccc2F)sc2c1C(C(=O)OC)CC2 (stereo not given) | -1.7 | 0.4 | -1 | -1.9 | 0.3 | 1 | -0.4 | 4 | -0.2 | 0.2 | -3
37 | Cc1ccc(C(=O)N/N=C\c2ccc(-c3ccc([N+](=O)[O-])cc3)o2)cn1 | -1.9 | -0.2 | 1 | -0.7 | 0.9 | -3 | 3.0 | 4 | -1.1 | -0.3 | -4
38 | Cc1c(Cl)cccc1NC(=S)NCc1ccc2c(c1)OCO2 | -0.5 | 0.8 | 0 | -1.3 | 0.4 | 19* | 4.8 | -4 | 0.2 | -0.7 | -11
39 | CCOC(=O)c1c(NC(NC(C)=O)C(Cl)(Cl)Cl)sc2c1CCCC2 (stereo not given) | -1.1 | 1.1 | -23 | -2.8 | 0.5 | -6 | 0.2 | -3 | 0.9 | -0.5 | -15
40 | CC(C)CNC(=O)CSc1n[nH]c(=O)n1CCc1ccccc1 | -0.6 | -1.5 | 4 | 0.2 | 0.2 | 1 | -0.1 | 0 | -0.5 | 0.0 | 0
41 | CCOC(=O)c1csc(NC(=O)CSc2nnnn2-c2cccc(OC)c2)n1 | -1.2 | -0.6 | -5 | -0.4 | 0.2 | 9 | 1.8 | 1 | -0.4 | -1.0 | 3
42 | CCOC(=O)N1CCN(c2ccc(C(C)=O)cc2F)CC1 | -1.1 | 0.3 | 0 | 0.6 | -0.1 | 3 | 2.1 | -4 | 0.2 | 0.5 | -1
43 | CCCCCOP(=O)(c1ccccc1)c1ccccc1 | -1.5 | -0.5 | -34 | -1.9 | -0.4 | -7 | -0.3 | 0 | -0.1 | 0.7 | -16
44 | Cc1onc(-c2ccccc2)c1C(=O)N/N=C/c1c[nH]c2ccccc12 | -1.0 | -2.7 | -9 | 2.4 | -0.4 | -6 | -0.5 | -4 | -1.7 | -0.8 | -8

Compound activity (PubChem)
